# Source: PubChem BioAssay (NMMLSC)
# RGS4-Gao reg: modulates binding of RGS4 to human Galphao; P09471; Multiplexed bead flow cytometry; actives lie on both sides; binding response (% of control), % at 10 µM; 0.33% of 220,000 active; AID 1415; in the data active = binding response below about 49% or above about 150%; inactive = in between;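 also: fluorescent Galphao activated with aluminum fluoride binding bead-coupled RGS4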
# Bcl-B Bim block: disrupts Bim peptide binding to human Bcl-B. Q9HD36. bead-based flow cytometry. inhibition, % at 10 µM. 0.073% of 190,000 active. AID 951;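 also: 0% = tracer peptide without compound and 100% = reference inhibitor peptide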
# Target sequence (Q9HD36 whole entry, looked up): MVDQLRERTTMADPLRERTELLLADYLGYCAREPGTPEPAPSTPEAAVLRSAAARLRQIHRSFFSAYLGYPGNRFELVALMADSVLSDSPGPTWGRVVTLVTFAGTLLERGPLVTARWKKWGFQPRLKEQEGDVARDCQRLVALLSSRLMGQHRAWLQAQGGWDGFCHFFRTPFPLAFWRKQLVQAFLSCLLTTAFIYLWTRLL
# Bim-Bcl-2: inhibitors of Bim-Bcl-2 interaction, human; Bead-based flow cytometry, Bim peptide-Bcl-2 binding; inhibition, % at 10 µM; 0.06% of 190,000 active; P10415; AID 950; in the data active = inhibition above about 40%; inconclusive = no clear call, values can overlap the other calls;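 also: 0% = no compound wells with probe peptide and 100% = reference peptide inhibitor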
# ABCG2 inh: human ABCG2 inhibition, ABCB1 as counter-screen; inhibition, % at 6.6 µM; Q9UNQ0; AID 1325; 0.1% of 190,000 active; IgMXP3 cells, JC-1 efflux, flow cytometry;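 active = inhibition above 80%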;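 also: 0% = DMSO and 100% = nicardipine control wells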
# Target sequence (Q9UNQ0 whole entry, looked up): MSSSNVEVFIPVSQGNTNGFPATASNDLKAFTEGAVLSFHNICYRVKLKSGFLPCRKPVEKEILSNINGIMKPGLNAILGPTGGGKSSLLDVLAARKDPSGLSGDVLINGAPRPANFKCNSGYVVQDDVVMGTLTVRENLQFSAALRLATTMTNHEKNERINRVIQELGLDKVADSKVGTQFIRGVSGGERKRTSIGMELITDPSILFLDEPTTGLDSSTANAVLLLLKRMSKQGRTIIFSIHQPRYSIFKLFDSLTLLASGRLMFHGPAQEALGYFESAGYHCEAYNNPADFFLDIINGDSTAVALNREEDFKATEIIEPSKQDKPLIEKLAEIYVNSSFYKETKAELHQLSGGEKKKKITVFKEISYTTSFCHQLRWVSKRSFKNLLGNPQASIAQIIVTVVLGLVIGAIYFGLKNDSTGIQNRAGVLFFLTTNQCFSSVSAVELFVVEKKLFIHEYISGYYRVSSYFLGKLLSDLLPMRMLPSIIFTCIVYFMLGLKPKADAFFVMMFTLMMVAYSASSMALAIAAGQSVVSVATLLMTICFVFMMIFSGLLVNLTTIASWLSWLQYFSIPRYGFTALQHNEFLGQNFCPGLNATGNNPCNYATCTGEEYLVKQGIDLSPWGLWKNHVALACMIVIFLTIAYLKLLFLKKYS
#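 Test system: IgMXP3 (ABCG2) plus far-red-tagged CCRF-Adr (ABCB1) cells. Reagent: JC-1 dye as substrate. Timing: 10 min exposure at 25 °C with rotation, no wash. Measured by: flow cytometric JC-1 green MFI at 530 nm. Read-out: percent efflux inhibition, scaled nicardipine 100% to DMSO 0%. Control set: nicardipine and DMSO wells.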
# Avidin fluor: compound fluoresces at 488/530 nm on avidin beads; compound fluorescence 488/530 nm, flow cytometry; hits give high values; fluorescence (KMESF) at 10 µM; 0.38% of 220,000 active; AID 1775; in the data active = fluorescence above about 47; also: inactives centre near 10
# ABCB1 block: inhibitors of human ABCB1 transporter, ABCG2 counter-screen; P08183; CCRF-Adr cells, JC-1 efflux, flow cytometry; inhibition, % at 6.6 µM; 0.067% of 190,000 active; in the data active = inhibition above about 40%;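 also: 0% = vehicle and 100% = reference inhibitor; higher value means more JC-1 retained so stronger ABCB1 efflux block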
# Bim-Bfl-1: inhibitors of Bim-Bfl-1 interaction, human; Q16548; Bead-based flow cytometry, Bim-Bfl-1 binding inhibition; inhibition, % at 10 µM; 0.12% of 190,000 active; AID 1008;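 also: 0% = wells without compound plus tracer and 100% = blocker peptide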
# Bim-Bcl-XL: disrupts Bim peptide binding to human Bcl-XL. 0.04% of 190,000 active. Q07817. inhibition, % at 10 µM. bead flow cytometry, fluorescence
# RGS7-Gao reg: modulates binding of RGS7 to human Galphao; P09471; Multiplexed bead flow cytometry; actives lie on both sides; binding response (% of control), % at 10 µM; 0.35% of 220,000 active; AID 1439; in the data active = binding response below about 49% or above about 150%; inconclusive = no clear call, values can overlap the other calls; inactive = in between;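 also: fluorescent Galphao held in activated GDP-AlF4 state binding bead-coupled RGS7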
# GSH bead fluor: compound fluoresces at 488/530 nm on GSH beads | GSH beads flow cytometry, compound fluorescence 488/530 nm; hits give high values | fluorescence (KMESF) at 10 µM | 0.25% of 190,000 active; in the data active = fluorescence above about 89;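 also: glutathione beads carrying GST-tagged Bcl family fusion proteins plus one bare bead set; values are compound well signal with DMSO vehicle wells as background; inactives centre near 16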
# Bcl-W Bim block: disrupts Bim peptide binding to human Bcl-W. Q92843. 0.02% of 190,000 active. inhibition, % at 10 µM. bead-based flow cytometry;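 also: 0% = bound tracer without compound and 100% = peptide blocker; higher means less fluorescent Bim peptide bound to Bcl-W beads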
# Target sequence (Q92843 whole entry, looked up): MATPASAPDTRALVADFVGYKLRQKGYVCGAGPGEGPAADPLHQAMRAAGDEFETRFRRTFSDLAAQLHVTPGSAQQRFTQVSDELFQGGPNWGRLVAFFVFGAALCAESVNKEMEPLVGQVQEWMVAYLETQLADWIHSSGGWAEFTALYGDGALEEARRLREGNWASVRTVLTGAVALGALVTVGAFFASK
# The depositor's hits bear a star; ? = inconclusive; nt = not tested or not shown. Rule as the data show it, unless noted: active = inhibition above about 40%.
[1] CCC(=O)N1CCN(c2ccccc2NC(=O)c2cccc(C)c2)CC1
[2] CCCNCc1cc(Cl)c(OCC)c(Cl)c1
[3] Cc1ccc(NC(=O)NN2CCOCC2)cc1
[4] Cc1cccc(Oc2sc(C(=O)c3ccccc3)c(N)c2C#N)c1
[5] O=C(NCCc1ccccc1)C1CCN(S(=O)(=O)c2cccc3nonc23)CC1
[6] C/C(Nc1ccccc1C(F)(F)F)=C1/CCOC1=O
[7] CC1=CC2CC1C1C(=O)N(c3ccc(S(=O)(=O)Nc4nc(C)cc(C)n4)cc3)C(=O)C21 (stereo unspecified)
[8] Fc1ccccc1COc1ccc(/C=N/n2cnnc2)cc1
assay / entry	1	2	3	4	5	6	7	8
RGS4-Gao reg	101	103	110	97	98	98	93	97
Bcl-B Bim block	-7	-1	0	1	-7	-2	-3	0
Bim-Bcl-2	-10	-6	0	0	-7	-3	-12	5
ABCG2 inh	0	4	4	2	1	0	1	-4
Avidin fluor	25	6	7	35	4	9	16	2
ABCB1 block	0.0	0.3	2.7	0.5	0.1	0.1	0.1	-2.4
Bim-Bfl-1	-11	-3	-4	0	-12	-4	-18	5
Bim-Bcl-XL	-6	-5	-3	0	-2	-1	-3	5
RGS7-Gao reg	99	107	108	96	100	?	99	95
GSH bead fluor	13	18	12	15	42	15	9	35
Bcl-W Bim block	-7	0	-2	-3	0	0	-2	0

# The final four records of the section before are carried over, then new ones follow.
[5] O=C(NCCc1ccccc1)C1CCN(S(=O)(=O)c2cccc3nonc23)CC1
[6] C/C(Nc1ccccc1C(F)(F)F)=C1/CCOC1=O
[7] CC1=CC2CC1C1C(=O)N(c3ccc(S(=O)(=O)Nc4nc(C)cc(C)n4)cc3)C(=O)C21 (stereo unspecified)
[8] Fc1ccccc1COc1ccc(/C=N/n2cnnc2)cc1
[9] COc1nc(N)nc(N2CCOCC2)n1
[10] CCCN=C(Nc1ccc(Cl)cc1)c1cccnc1
[11] COc1ccc(S(=O)(=O)Nc2ccc(F)c(Cl)c2)cc1OC
[12] CC(C)CCn1c(=O)c2ccccc2c2ccccc2c1=O
[13] COc1ccc(OC)c(C2CC(=O)c3c([nH]c(C(=O)OC(C)C)c3C)C2)c1 (stereo unspecified)
[14] CC1(C)CN(c2ccccc2)N(Cc2ccc(F)cc2)C1=O
[15] Cc1ccc2c(c1C)NC(=O)C2(O)CC(=O)c1ccc2c(c1)OCO2 (stereo unspecified)
[16] CCc1nc(SCC(=O)N2CCN(c3ccccc3)CC2)c2oc3ccccc3c2n1
assay / entry	5	6	7	8	9	10	11	12	13	14	15	16
RGS4-Gao reg	98	98	93	97	98	111	103	98	104	99	79	100
Bcl-B Bim block	-7	-2	-3	0	-4	-1	1	-8	-8	0	-8	-6
Bim-Bcl-2	-7	-3	-12	5	-1	-4	7	-8	-14	0	-9	-9
ABCG2 inh	1	0	1	-4	2	2	-2	4	5	8	22	15
Avidin fluor	4	9	16	2	38	19	20	9	8	7	17	43
ABCB1 block	0.1	0.1	0.1	-2.4	0.2	0.2	-0.5	0.7	1.8	1.5	2.3	1.9
Bim-Bfl-1	-12	-4	-18	5	-1	-5	11	-10	-13	0	-10	-15
Bim-Bcl-XL	-2	-1	-3	5	-3	-2	0	-6	-6	-3	-8	-5
RGS7-Gao reg	100	?	99	95	98	105	101	99	102	101	77	122
GSH bead fluor	42	15	9	35	27	10	23	11	13	18	25	35
Bcl-W Bim block	0	0	-2	0	-4	-1	-1	3	-3	1	-1	0

[17] CCc1cc2c(CN3CCN(CC)CC3)cc(=O)oc2cc1O
[18] O=C1NC(=S)N/C1=C/c1cccc([N+](=O)[O-])c1
[19] Cc1ccc(/C=N/N2CCCCC2)o1
[20] O/N=C1\CCc2cc(Cl)ccc21
[21] CCC(C)NCC(=O)Nc1ccc(S(N)(=O)=O)cc1 (stereo unspecified)
[22] Cc1ccc(S(=O)(=O)NC(N)=NCCc2ccc(Cl)cc2)cc1C
[23] CC(=O)Nc1ccc(NC(=O)C/C(C)=N/NC(N)=S)cc1
[24] Cc1nnc(SCC(=O)NC(=O)NC(C)C)s1
assay / entry	17	18	19	20	21	22	23	24
RGS4-Gao reg	99	100	103	103	107	101	102	99
Bcl-B Bim block	-2	6	0	-11	-4	-6	-5	-5
Bim-Bcl-2	0	5	1	-10	-6	-10	-1	-6
ABCG2 inh	1	32	1	2	2	-2	0	1
Avidin fluor	11	nt	11	17	16	14	9	27
ABCB1 block	0.2	-0.2	-0.2	-0.1	0.5	-0.4	-0.1	0.1
Bim-Bfl-1	-2	0	5	-19	-6	-15	0	-11
Bim-Bcl-XL	-4	5	-2	-7	-3	-7	0	-1
RGS7-Gao reg	99	99	?	101	109	97	102	103
GSH bead fluor	15	9	17	28	14	11	13	12
Bcl-W Bim block	-3	5	1	-5	-2	-1	0	0

[25] CCOC(=O)c1c(-c2cccs2)csc1NC(=O)CC(C)C
[26] CC(C)(C)NC(=O)CN(Cc1cccs1)C(=O)CNS(=O)(=O)c1ccccc1
[27] CC1CC(C)CN(C/C=C/c2ccccc2[N+](=O)[O-])C1 (stereo unspecified)
[28] CC(C)NC(=O)COC(=O)/C=C/c1ccc(F)cc1
[29] CS(=O)(=O)N1CCN(c2ccccc2NC(=O)c2ccc([N+](=O)[O-])o2)CC1
[30] Cc1cc2oc(C(=O)Nc3cccnc3)c(C)c2cc1C
[31] COc1c(C)cc(Br)cc1C(=O)NCc1cccnc1
[32] COc1ccc(C(=O)NN2CC(O)=C(c3nc4ccccc4n3C)C2=N)cc1OC
assay / entry	25	26	27	28	29	30	31	32
RGS4-Gao reg	103	110	99	99	99	98	101	99
Bcl-B Bim block	-2	-4	-5	-3	-4	-10	-9	-13
Bim-Bcl-2	-1	-2	-3	3	1	-10	-6	-6
ABCG2 inh	4	1	3	-1	13	4	3	0
Avidin fluor	8	18	7	12	9	27	32	22
ABCB1 block	0.1	0.4	1.1	-0.3	1.6	0.4	-0.7	0.0
Bim-Bfl-1	-3	-3	-1	0	-3	-3	-21	-12
Bim-Bcl-XL	-3	-1	-4	-3	1	-6	-11	-15
RGS7-Gao reg	100	107	103	98	97	99	106	104
GSH bead fluor	12	12	25	7	20	13	24	19
Bcl-W Bim block	0	0	-5	0	0	-7	-7	-5

[33] O=C(CCc1ccccc1)Nc1ccc(N2CCCCC2)cc1
[34] COC(=O)[C@H]1C[C@@H]1[C@H](NC(=O)[C@H]1C[C@@H]1[C@H](NC(=O)OCc1ccccc1)c1ccccc1)c1ccccc1
[35] CC(=O)N1CCc2cc(C(=O)CN3CCN(C(=O)c4ccco4)CC3)ccc21
[36] Cc1cccc(NC(=S)N2CCC(N(C)CC3CCCO3)CC2)c1 (stereo unspecified)
[37] COc1ccccc1Cn1c(=O)c2ccccc2n2c(SCC(=O)N3CCCCC3)nnc12
[38] O=C(OCc1nnc(-c2ccccc2)o1)c1cc2ccccc2cc1O
[39] COCC(=O)Nc1ccc(S(=O)(=O)Nc2ccccn2)cc1
[40] Cn1ncc2c(=O)n(/N=C/c3ccccc3)cnc21
assay / entry	33	34	35	36	37	38	39	40
RGS4-Gao reg	101	104	98	102	97	91	101	99
Bcl-B Bim block	-5	-5	-3	-2	-12	3	0	-5
Bim-Bcl-2	-3	1	-9	1	-13	1	-3	0
ABCG2 inh	12	8	2	13	-7	3	4	0
Avidin fluor	2	11	26	16	12	9	10	1
ABCB1 block	0.8	5.0	0.0	0.1	2.3	-0.1	1.1	0.5
Bim-Bfl-1	0	1	-12	-5	-11	-1	-7	-1
Bim-Bcl-XL	-2	-4	-12	-1	-9	1	-2	-4
RGS7-Gao reg	98	109	101	96	99	87	98	102
GSH bead fluor	6	17	14	11	11	20	19	8
Bcl-W Bim block	-2	-2	-4	-1	-8	-1	-1	-3

[41] COc1ccc(NC(=O)CSc2nnc(CNC(=O)c3ccco3)n2-c2ccccc2OC)cc1
[42] COc1ccc([N+](=O)[O-])cc1NC(=O)COC(=O)c1ccccc1C(=O)c1ccccc1
[43] O=C(O)Cc1ccc(NC(=O)Nc2cccc(Cl)c2)cc1
[44] CS(=O)(=O)NNC(=O)c1cc2cc3ccccc3nc2s1
[45] CC(=O)c1ccc(NC(=O)c2ccccc2Sc2ncnc3sc(C)c(C)c23)cc1
[46] CCOC(=O)Nc1ccc2c(CN3C(=O)NC4(CCCC4)C3=O)cc(=O)oc2c1
[47] O=C(NCCN1CCOCC1)c1cccc(S(=O)(=O)N2CCCCCC2)c1
[48] COc1cc(/C=N/NC(=O)C(=O)NCc2cccnc2)ccc1O
assay / entry	41	42	43	44	45	46	47	48
RGS4-Gao reg	98	99	104	98	95	96	101	103
Bcl-B Bim block	-1	-9	-3	-1	0	4	-5	-5
Bim-Bcl-2	2	-4	0	-3	0	11	-8	0
ABCG2 inh	7	2	0	5	4	-1	0	13
Avidin fluor	13	6	11	9	3	24	9	10
ABCB1 block	0.6	5.1	-0.1	-0.1	3.7	-1.1	0.2	0.3
Bim-Bfl-1	0	0	-8	-4	0	20	-11	2
Bim-Bcl-XL	-1	-5	0	-1	-3	6	3	1
RGS7-Gao reg	96	99	105	99	93	100	100	104
GSH bead fluor	18	9	18	26	6	21	47	12
Bcl-W Bim block	-1	0	0	-1	-1	5	4	0

[49] Cc1cccc(Cn2c(NCCO)nc3c2c(=O)n(C)c(=O)n3C)c1
[50] CSc1nc2ccccc2n1C(=O)Oc1ccccc1
[51] CC(C)CCNC(=O)CSc1nc2ccsc2c(=O)n1NC(=O)c1ccccc1
[52] Cc1cc(N2CCOCC2)n2cc(-c3ccc(F)cc3)nc2n1
[53] CS(=O)(=O)c1ccc2nc(NC(=O)CCN3C(=O)c4ccccc4C3=O)sc2c1
[54] O=C(NNC(=O)C1CC2CCC1C2)c1ccccc1 (stereo unspecified)
[55] N#Cc1ccc(C(=O)NC2CCCc3ccccc32)cc1 (stereo unspecified)
[56] COC(=O)CC(c1ccc(C(C)C)cc1)n1cccc1 (stereo unspecified)
[57] C=CCN1C(=O)CC(C(=O)NC)SC1=Nc1ccc(C(=O)OCC)cc1 (stereo unspecified)
[58] COc1ccc(C2/C(=C(/O)c3ccccc3)C(=O)C(=O)N2c2ccccn2)cc1OC (stereo unspecified)
assay / entry	49	50	51	52	53	54	55	56	57	58
RGS4-Gao reg	100	106	97	98	103	98	135	100	102	105
Bcl-B Bim block	-4	-5	-4	-5	-7	-4	-2	0	-8	0
Bim-Bcl-2	-3	-8	-5	-4	-6	-10	-1	2	-9	-3
ABCG2 inh	15	2	13	-2	16	1	2	1	1	6
Avidin fluor	35	10	26	2	13	16	12	10	6	11
ABCB1 block	0.2	0.6	1.2	-0.2	0.6	0.1	0.6	0.2	0.2	0.6
Bim-Bfl-1	-4	-10	-15	2	-6	-12	-2	-4	-11	-6
Bim-Bcl-XL	-4	-4	-4	-3	-7	-5	0	0	-10	-1
RGS7-Gao reg	98	104	99	92	?	100	?	105	100	109
GSH bead fluor	11	7	22	10	13	20	11	12	36	11
Bcl-W Bim block	-3	2	1	-3	-4	-1	-1	1	2	1
